# Source: PubChem BioAssay
# Mm-Cpn inhibitor = M. maripaludis TRiC chaperonin inhibition; purified Mm-Cpn ATPase, ADP Transcreener TR-FRET; Potency, µM (doses to about 76.9 µM), without a hit: at the top dose activity, negative = inhibition, usual class: inhibitors; hit rate 0.031% among 330,000; AID 504842; further: potency means the concentration at half of the fitted maximal effect; on the % scale 0 is the no-effect control and ±100 the full control effect; nearly all actives have a fitted effect of over 80% in size
#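 Purified archaeal chaperonin (25 nM final) was preincubated with compound for 10 min at 37°C, then ATP (10 uM final) was added for 30 min at 37°C in Tris pH 7.4/KCl/MgCl2/DTT buffer. ADP was quantified by HTRF Transcreener TR-FRET.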
# TGFb inhibitor = blocks TGF-b signaling; HepG2 CAGA-GFP TGF-b/SMAD3 reporter, GFP fluorescence, 18 h; TGF-beta stimulated, 500 pg/mL final; Potency, µM (series often up to 46.1 µM), for inactives: at the highest dose activity, negative = inhibition, usual class: inhibitors; hit rate 1.2% among 410,000; further: potency means the concentration at half of the fitted maximal effect; on the % scale 0 is the no-effect control and ±100 the full control effect; nearly all actives have a fitted effect of over 65% in size
#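 HEPG2 CAGA-GFP reporter cells (1000/well, DMEM with 1% FBS) received compounds, then recombinant TGF-beta at 500 pg/mL final for 18 hours at 37 degrees C. Per-cell GFP summed per well was normalised to unstimulated and stimulated DMSO controls before curve fitting.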
# A549 tox = A549 cytotoxicity, counter-screen for Nrf2 inhibitors | A549 ARE-Fluc cells, CellTiter-Fluor viability, 18-24 h | Potency, µM (titrated, usually from 46 µM), inactives show top-dose activity change, negative = cytotoxicity, most hits filed as inhibitors | hit rate 0.16% among 390,000 | AID 504648; further: potency means the concentration at half of the fitted maximal effect; on the % scale 0 is the no-effect control and ±100 the full control effect
#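 A549 ARE-Fluc cells in 5% FBS OPTI-MEM, 5000 cells/well, rested 2 h then exposed to compounds in concentration-response for 18-24 h at 37 °C. Viability by CellTiter-Fluor fluorescence (Ex 405/Em 525) after 30 min; luciferase luminescence (BugLite, 15 min, RT) read afterwards.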
# Nrf2 ARE act = activates Nrf2 signaling; AREc32 ARE-luciferase reporter (MCF7-derived line), luminescence, 24 h; hit rate 0.31% among 410,000; Potency, µM (highest dose often 46.1 µM), inactives show at the top dose activation, usual class: activators; further: potency means the concentration at half of the fitted maximal effect; % of control where 0% means no effect; nearly all actives have a fitted effect of over 65% in size
#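 Quantitative high-throughput format: AREc32 reporter cells, 1000 per well, received compound by pin transfer and were incubated 24 hr at 37 deg C, 5% CO2, before Steady-Glo luminescence detection.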
# Akt phos inh = inhibitors of Akt phosphorylation. hit rate 0.32% among 360,000. AID 651550. activity change, % for hits at 50 µM. Neuro2A IGF-stimulated pAkt S473 HTRF, 20 min; hits give low values; in the data active means activity change below about -80%; inconclusive means mostly about -51% to -80%; further: on the % scale 0 is the no-effect control and ±100 the full control effect
#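 Neuro2A cells (4,500/well, DMEM with 0.5% FBS) were treated with compound at a single 50 µM final concentration, stimulated with 6 nM IGF for 20 min at 37 °C, and lysed. Phospho-Akt Ser473 was read by HTRF as 665/615 ratio ×10^4.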
# EPAC2 agonist = agonists of human EPAC2 (RAPGEF4); EPAC2 activation, biochemical qHTS; response scale: 100% = 6.5 mM cAMP response; Potency, µM (titrated, usually from 154 µM), for inactives: top-dose activation, most hits filed as activators; hit rate 0.079% among 360,000; AID 720711; further: potency means the concentration at half of the fitted maximal effect; nearly all actives have a fitted effect of over 50% in size
# Target sequence (Q8WZA2 whole entry, looked up): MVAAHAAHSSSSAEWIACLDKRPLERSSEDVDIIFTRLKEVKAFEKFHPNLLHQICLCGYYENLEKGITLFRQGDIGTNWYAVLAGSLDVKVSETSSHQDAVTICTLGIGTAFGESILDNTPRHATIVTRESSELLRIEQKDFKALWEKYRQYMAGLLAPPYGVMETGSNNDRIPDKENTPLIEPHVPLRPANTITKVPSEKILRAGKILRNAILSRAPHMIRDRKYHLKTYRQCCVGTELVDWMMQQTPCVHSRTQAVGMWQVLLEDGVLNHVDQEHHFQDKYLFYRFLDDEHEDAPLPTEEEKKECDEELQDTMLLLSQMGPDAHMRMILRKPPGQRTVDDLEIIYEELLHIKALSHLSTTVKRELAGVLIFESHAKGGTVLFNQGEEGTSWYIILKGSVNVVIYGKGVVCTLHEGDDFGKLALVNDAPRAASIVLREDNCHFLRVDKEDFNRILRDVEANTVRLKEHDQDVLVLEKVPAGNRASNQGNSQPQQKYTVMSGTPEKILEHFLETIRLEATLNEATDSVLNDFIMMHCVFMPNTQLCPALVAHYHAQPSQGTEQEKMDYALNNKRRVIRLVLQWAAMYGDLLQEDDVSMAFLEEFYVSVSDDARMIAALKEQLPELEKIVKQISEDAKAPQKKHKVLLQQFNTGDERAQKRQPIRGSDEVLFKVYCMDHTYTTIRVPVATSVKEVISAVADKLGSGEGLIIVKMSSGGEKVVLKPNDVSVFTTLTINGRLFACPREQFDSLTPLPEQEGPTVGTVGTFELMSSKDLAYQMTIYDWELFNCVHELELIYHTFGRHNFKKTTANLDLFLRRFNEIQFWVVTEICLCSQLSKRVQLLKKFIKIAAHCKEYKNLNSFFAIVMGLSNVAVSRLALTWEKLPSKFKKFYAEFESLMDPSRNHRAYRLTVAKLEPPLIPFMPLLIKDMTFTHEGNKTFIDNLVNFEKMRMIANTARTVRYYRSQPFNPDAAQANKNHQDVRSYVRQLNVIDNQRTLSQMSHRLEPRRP
#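 Guanine nucleotide exchange by EPAC2 is measured as reduced fluorescence of BODIPY-GDP once it is released from 250 nM Rap1B. Plates are read kinetically for 30 min at room temperature; results are scaled to 6.5 mM cAMP.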
# EPAC2 antag = EPAC2 (human) antagonism. EPAC2 GEF exchange of Rap1B-BODIPY-GDP, fluorescence. hit rate 0.18% among 360,000. Potency, µM (series often up to 114 µM), for the others: at the top dose activity, negative = inhibition, hits mostly inhibitors; further: potency means the concentration at half of the fitted maximal effect; on the % scale 0 is the no-effect control and ±100 the full control effect; nearly all actives have a fitted effect of over 45% in size; many of its hits are not listed in these tables
# CCT modulator = modulators of cytosolic chaperonin (CCT/TRiC) activity | purified chaperonin ATPase assay, HTRF ADP detection, 30 min | activity change, % (test concentration not listed), hits read low | hit rate 0.3% among 360,000 | AID 651819; in the data active means activity change below about -30%; further: on the % scale 0 is the no-effect control and ±100 the full control effect
#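 We incubate TRiC, 40 or 20 nM final, with library compounds at 76 uM and 10 uM ATP for 30 min at 37 °C. ADP formed is detected with Transcreener HTRF reagents after 30 min at room temperature.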
# Nrf2 block = inhibitors of Nrf2 signaling; A549 ARE-Fluc reporter, luciferase luminescence, 18-24 h; hit rate 2.1% among 360,000; AID 504444; Potency, µM (series often up to 46 µM), for the others: top-dose activity change, negative = inhibition, most hits filed as inhibitors; further: potency means the concentration at half of the fitted maximal effect; on the % scale 0 is the no-effect control and ±100 the full control effect; nearly all actives have a fitted effect of over 60% in size
#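 Nrf2 activity is the BugLite luminescence, read 15 min after reagent at room temperature, following CellTiter-Fluor cytotoxicity readout (30 min, 37C). Compound titrations were applied for 18-24 h to 5000 A549 ARE_Fluc cells/well in 5% FBS OPTI-MEM.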
# Active calls of the source: *; i = inactive; ? = inconclusive; . = no result given; & = joins results of further samples; [ ] = dose if it differs, or a comment. Unless noted, the call rests on the fitted dose curve; in most records, active means well fitted curve in the direction sought with a large enough effect; inconclusive means small, poorly fitted or top-dose-only effect, or another doubt; inactive means no such curve, though single readings can be large; an effect the other way counts as inactive or inconclusive. Not all compounds are listed; count on the stated rates, not on these rows.
SMILES,Mm-Cpn inhibitor,TGFb inhibitor,A549 tox,Nrf2 ARE act,Akt phos inh,EPAC2 agonist,EPAC2 antag,CCT modulator,Nrf2 block
CCCC(=O)NC(C)c1nc2ccccc2n1C (configuration not stated),1%,33%[activator],-2%,0.6%,i,6%,5%,-1.2,-3%
CN(C)c1ccc(CN(C(=O)C2COc3ccccc3O2)C2CCS(=O)(=O)C2)cc1 (configuration not stated),1%,-3%,1%,0.3%,i,9%,0%,1.4,-8%
O=C(c1cc2sccc2n1Cc1ccc(F)cc1)N1CCc2ccccc21,?,16%,-6%,3.4%,i,6%,10%,-1.6,1%
CN(C)C(=O)CSc1nnc(-c2ccncc2)n1Cc1ccco1,1%,-1%,-3%,-0.5%,i,3%,4%,0.6,-7%
Cc1cc(C)cc(NC(=O)c2sc3nc4n(c(=O)c3c2C)N=C(c2ccccc2)CS4)c1,.,-13%,5%,0.7%,.,.,.,.,8%
COc1ccc(Cc2nnc(Nc3ccc(C)cc3)o2)cc1OC,-1%,?,-10%,4.2%,i,-10%,-11%,-1.5,?
CCn1c(SCC(=O)c2c[nH]c3ccccc23)nnc1-c1cccs1,-7%,9%,-10%,11µM*,i,-14%,16%,0.2,-16%
O=C(Cn1c(NCCCO)nc2ccccc21)c1ccc([N+](=O)[O-])cc1,1%,-21%,-1%,0.3%,i,9%,2%,-1.7,-12%
O=C(c1cscn1)N1CCCC(N2CCN(c3ccc(F)cc3)CC2)C1 (configuration not stated),0%,?,1%,-0.6%,i,-1%,22%,0.5,11%
Cc1cc(C)c(NC(=O)Cn2c(=O)n(-c3ccc(CC(=O)NCC4CCCO4)cc3)c(=O)c3ccccc32)c(C)c1 (configuration not stated),1%,-15%&0%,-3%&-1%,-1.2%&0.5%,i,6%,8%,-0.9,2%&8%
CC(C)COc1ccc(-c2nnc(-c3ccco3)o2)cc1,0%,-19%,-1%,-1.6%,?,-16%,-2%,0.7,?
CC1CC(C)(C)NC(=S)N1CC(=O)N(C)Cc1ccccc1 (configuration not stated),1%,8%,3%,-2.2%,i,2%,11%,-2.8,5%
CCC(C)NCCCCOc1ccc(Br)cc1 (configuration not stated),-1%,2%,14%,2.1%,i,12%,23%,2.7,13%
CCOc1ccc(C(=O)Nc2ccc3c(c2)OCCO3)cc1Br,.,16%,-14%,8.7%,.,.,.,.,-24%
CCN(CC(=O)Nc1cccc(OC)c1)C(=O)C1CCN(C(=O)Nc2ccccc2)CC1,-1%,2%,7%,-0.6%,i,8%,0%,-2.4,9%
Cc1ccc(NC(=O)CN(C)C(=O)COC(=O)/C=C/c2cccs2)cc1,-1%,7%,0%,6.8%,i,9%,5%,-1.9,-8%
Cc1ccc2[nH]c(=O)c(-c3nc4cc(C)ccn4c3NCc3ccco3)cc2c1,1%,9%,2%,15%,i,-11%,-10%,-4.3,.
Cc1cccc(OCC(=O)Nc2ccc(N3CCN(C(=O)c4ccco4)CC3)cc2)c1,0%,?,-6%,0.3%,.,6%,1%,-2.5,21µM*
COc1cccc(/C=C/C(=O)Nc2ccc(OC)nc2)c1,1%,1%,-5%,0.4%,i,1%,-2%,-0.4,0%
CCOC(=O)c1sc(NC(=O)c2cc(-c3ccc(F)cc3)on2)c(C(=O)OCC)c1C,.,-1%,-3%,0.5%,.,.,.,.,13%

# Among those listed so far, these have bromine:
SMILES,Mm-Cpn inhibitor,TGFb inhibitor,A549 tox,Nrf2 ARE act,Akt phos inh,EPAC2 agonist,EPAC2 antag,CCT modulator,Nrf2 block
CCC(C)NCCCCOc1ccc(Br)cc1 (configuration not stated),-1%,2%,14%,2.1%,i,12%,23%,2.7,13%
CCOc1ccc(C(=O)Nc2ccc3c(c2)OCCO3)cc1Br,.,16%,-14%,8.7%,.,.,.,.,-24%

# Going on with the list:
SMILES,Mm-Cpn inhibitor,TGFb inhibitor,A549 tox,Nrf2 ARE act,Akt phos inh,EPAC2 agonist,EPAC2 antag,CCT modulator,Nrf2 block
COc1ccc(C2C(C(=O)c3sc(C)nc3C)=C(O)C(=O)N2CCN(C)C)cc1OC (configuration not stated),0%,24%,1%,-0.3%,i,-2%,4%,0.9,.
O=C(CCCCCN1C(=O)c2ccccc2C1=O)NC1CCCC1,1%,24%,-2%,-0.2%,i,6%,14%,-2.8,-3%
Cc1ccc(NC(=O)CN(C)C(=O)Cc2ccc(Cl)cc2Cl)cc1,1%,-8%,13%,1.8%,i,2%,-21%,0.1,3%
CC1CC(=O)Nc2ccccc2S1(=O)=O (configuration not stated),.,-23%,8%,-0.5%,i,23%,33%[activator][57.1 µM],1.6,19%
COc1ccc(NC(=O)c2nnn(Cc3cccc(F)c3)c2N)c(OC)c1,-4%,-22%,-15%,-0.6%,i,-3%,3%,-2.0,-11%
COC(=O)c1ccc(CSc2nc3ccc(S(N)(=O)=O)cc3[nH]2)cc1,-8%,-29%,4%,0.3%,i,18%,2%,-1.2,1%
O=C1C2CCCCN2C(=O)N1CCCCN1CCN(c2cccc(Br)c2)CC1 (configuration not stated),2%,-14%,-16%,0.4%,i,4%,-5%,-2.8,-13%
O=C(NCCc1ccc(Cl)cc1)c1ccc(CS(=O)Cc2cccc(Cl)c2)o1 (configuration not stated),.,8.9µM*,?,4.6%,.,.,.,.,?
OCCN(Cc1ccccc1)Cc1cccc(F)c1,2%,10%,0%,0.2%,i,1%,4%,-0.5,.
Cc1cc(C)c(C)c(C(=O)C2OC(=O)C(C)(C)C(=O)C2(C)C)c1C (configuration not stated),2%,-17%,1%,-0.1%,i,0%,-3%,-1.3,-6%
CCc1ccc(NC(=O)N(CCN(C)C)C(C)c2cccnc2)cc1 (configuration not stated),1%,-16%,2%,-0.2%,i,12%,-1%,0.4,6%
O=C(CCCSc1ccccc1)Nc1nc(-c2ccccn2)cs1,0%,-20%,-12%,3.5%,-106%*,27%,7%[57.1 µM],3.2,?
NS(=O)(=O)c1cc(C(=O)OCC(=O)N2CCOCC2)ccc1Cl,4%,-9%,-4%,-0.5%,i,13%,4%,-0.5,-2%
COc1cccc(CNc2nc3cc(-c4ccccc4)sc3c(=O)n2C)c1,.,?,.,11%,i,10%,6%,-0.6,.
O=C(O)c1cccc(NC(=O)C2CC(=O)N(Cc3ccccc3)C2)c1 (configuration not stated),2%,15%,-6%,-0.6%,i,3%,6%,-1.2,2%
Cc1occc1-c1nnc(SCC(=O)NCCc2ccccc2)o1,-2%,-7%,2%,-0.1%,i,6%,-1%,-0.4,?
N#Cc1ccc(CN2CCN(C(=O)CCNS(=O)(=O)c3ccc(F)c(F)c3)CC2)cc1,3%,-12%,10%,0.3%,i,-12%,3%,-1.3,-7%
COC(=O)c1sc2cccc(F)c2c1S(=O)(=O)NCc1ccccc1Cl,.,?,-1%,13µM*,.,.,.,.,28%
[O-][n+]1ccc(C(O)c2ccccc2)cc1 (configuration not stated),2%,-6%,-14%,0.2%,i,10%,6%,-0.3,?
Cc1cccc(C)c1-n1nnnc1C1c2ccccc2C(=O)N1CCc1ccccc1F (configuration not stated),.,.,.,13µM*,i,18%,-16%,-0.1,.
Cc1ccc([N+](=O)[O-])cc1S(=O)(=O)NCc1cccnc1,1%,2%,0%,0.3%,i,5%,-2%,-1.5,-2%
CCOC(COC(=O)c1ccccc1C(=O)O)c1ccccc1 (configuration not stated),.,0%,.,0.1%,i,3%,12%,-0.2,.
Cc1cc(C)c(C(=O)COC(=O)c2cccc(S(=O)(=O)N3CCOCC3)c2)cc1C,.,17%,.,-0.9%,i,2%,6%,3.8,.
CSc1ccc(/C=N/NC(=O)CN2CCN(Cc3ccc(Cl)cc3)CC2)cc1,0%,-49%,9%,-0.4%,i,-41%[inhibitor],?,-0.6,-25%
COc1ccc(-c2ccc(C(=O)Nc3ccc4c(c3)OCO4)c3occc23)c(C)c1,.,-6%,.,2.8%,i,15%,-18%,-3.0,.
COc1ccc([C@@H]2CC=C(C(=O)O)CN2S(=O)(=O)c2ccc(C)cc2)cc1OC,0%,0%,-5%,-0.4%,i,2%,-25%,-0.7,15%
Cc1ccc(NC(=O)C(=O)c2c[nH]c3ccccc23)cc1,-3%,5%,-3%,7.8%,i,8%,4%,-1.7,?
COC(CNC(=O)CSCc1nc(-c2ccc(SC)cc2)oc1C)OC,-1%,0%,1%,0.9%,i,0%,5%,1.0,11%
CCNC(=O)/N=C1/NC(=O)C(C(C)C)O1 (configuration not stated),1%,-18%,-8%,-1.0%,i,3%,4%,-2.1,17%
O=C(CCSCc1ccccc1Cl)NCc1ccco1,1%,16%,7%,-0.4%,i,6%,-9%,-4.3,4%
CCOC(=O)c1c(C)[nH]c(C)c1S(=O)(=O)NCC1CCN(Cc2ccccc2OC)CC1,1%,3%,0%,0.0%,i,1%,1%,-1.7,1%
CCOc1ccc(NS(=O)(=O)c2ccc3c(c2)CCN3C(C)=O)cc1,1%,3%&5%,3%&8%,0.3%&-1.3%,i,16%,7%,-3.0,?
O=C(CN1C(=O)c2ccccc2S1(=O)=O)NCCc1ccc(F)cc1,-6%,0%,15%,2.2%,i,11%,-3%,-4.4,-14%
CCCn1c(CC)nc([N+](=O)[O-])c1Sc1ncn[nH]1,.,?,.,?,i,6%,1%,-0.6,.
COc1ccc(CC(=O)N2CCN=C2SC)cc1,2%,3%,-5%,0.2%,i,3%,-7%,-1.3,7%
CCCN(CCC)CCCNC(=O)c1ccc2c(Cl)c3c(nc2c1)CCC3,-1%,-26%,-1%,2.7%,i,6%,-3%,-1.5,1%
NS(=O)(=O)c1ccc(CNC(=O)C2(c3ccc(Cl)cc3)CC2)cc1,2%,-8%,0%,-0.1%,i,8%,0%,-0.7,-22%
